# Source: PubChem
# BAP1 inh: human BAP1 deubiquitinase inhibition; 72,000 tested, 0.48% active; activity remaining (% of control), % at 20 µM; recombinant BAP1, Ub-AMC hydrolysis fluorescence kinetic; active compounds read low; Q92560; AID 436;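 active = activity remaining at or below 50% of control, provided the compound also passes the data quality filters; inactive = the rest, including low values that fail the filters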;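 note: 100% = DMSO wells rate and 0% = substrate alone blank rate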
# Target sequence (Q92560 whole entry, looked up): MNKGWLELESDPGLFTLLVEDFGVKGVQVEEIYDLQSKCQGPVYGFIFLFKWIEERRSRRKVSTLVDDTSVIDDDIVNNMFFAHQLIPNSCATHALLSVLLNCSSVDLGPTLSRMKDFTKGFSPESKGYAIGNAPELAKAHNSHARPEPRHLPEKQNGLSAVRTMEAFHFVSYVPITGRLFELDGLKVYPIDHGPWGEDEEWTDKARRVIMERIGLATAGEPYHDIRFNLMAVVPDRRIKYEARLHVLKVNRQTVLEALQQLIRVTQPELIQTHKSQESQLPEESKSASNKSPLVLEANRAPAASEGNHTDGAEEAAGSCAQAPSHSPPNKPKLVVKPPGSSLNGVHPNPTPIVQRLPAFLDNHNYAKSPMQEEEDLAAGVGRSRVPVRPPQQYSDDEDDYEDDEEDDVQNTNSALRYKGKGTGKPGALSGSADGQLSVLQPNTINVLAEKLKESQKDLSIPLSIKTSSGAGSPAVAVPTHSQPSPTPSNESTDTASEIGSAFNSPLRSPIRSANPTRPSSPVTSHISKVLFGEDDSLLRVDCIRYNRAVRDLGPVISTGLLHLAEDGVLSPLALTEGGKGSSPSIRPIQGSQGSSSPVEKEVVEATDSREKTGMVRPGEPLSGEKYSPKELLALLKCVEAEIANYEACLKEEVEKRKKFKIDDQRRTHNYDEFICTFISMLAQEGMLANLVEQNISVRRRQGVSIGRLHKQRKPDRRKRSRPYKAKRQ
# HePTP inhibitor: blocks human HePTP tyrosine phosphatase; 110,000 tested, 0.64% active; recombinant HePTP phosphatase activity, OD absorbance; inhibition, % at 20 µM; P35236; in the data active = inhibition above about 50%;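 note: plate controls were vehicle for no effect and reference inhibitor for full effect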
# Target sequence (P35236 whole entry, looked up): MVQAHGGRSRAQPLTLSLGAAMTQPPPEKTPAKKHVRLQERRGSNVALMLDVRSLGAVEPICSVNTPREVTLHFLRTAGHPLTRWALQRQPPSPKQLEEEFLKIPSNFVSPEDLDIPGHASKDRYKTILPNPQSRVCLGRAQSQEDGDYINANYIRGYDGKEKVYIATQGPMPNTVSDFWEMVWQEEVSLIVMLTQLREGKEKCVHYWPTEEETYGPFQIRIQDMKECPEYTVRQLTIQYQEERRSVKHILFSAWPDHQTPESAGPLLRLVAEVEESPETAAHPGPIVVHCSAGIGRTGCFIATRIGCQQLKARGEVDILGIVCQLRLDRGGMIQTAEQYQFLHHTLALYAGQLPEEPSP
# Active calls of the source: *; . = not tested or not shown; & = joins results of further samples. Rows are unselected. About 0.79% of those tested had a hit in this group.
SMILES,BAP1 inh,HePTP inhibitor
COCCN1C=C(C(=O)OC)C(c2cc(Br)c(OC)c(OC)c2)C(C(=O)OC)=C1,.,-5.2
O=C(COC(=O)c1ccco1)Nc1cccc(Br)c1,108.8,4.1
COc1ccc(S(=O)(=O)Nc2cccc(Cl)c2)cc1OC,100.2,3.1
COc1ccc2nc(NC(=O)c3ccc(C)c(C)c3)sc2c1,88.3,5.2
CN(C)c1nc2c(c(=O)n(C)c(=O)n2C)n1CC(=O)c1cccs1,92.4,5.9
CCOc1ccc2[nH]c(=O)c(CN(CCO)C(=O)c3ccc(Br)cc3)cc2c1,50.3,1.6
COCCN1C(=O)C(CC(=O)Nc2ccc(C(=O)O)cc2)SC1=Nc1ccccc1 (stereo not drawn),.,-4.0
Cc1ccc(CN2CCN(C(=O)CCN3C(=O)c4ccccc4C3=O)CC2)cc1,98.6,6.7
O=C(Nn1c(=O)[nH]c2ccsc2c1=O)c1ccccc1,105.8,6.2
Cc1c(Cl)cccc1NC(=O)CCCOc1ccccc1,.,-5.0
OC(Cn1cncn1)c1ccc(Cl)cc1 (stereo not drawn),.,-12.8
CCN(CC)c1ccc(/C=C(\NC(=O)c2ccccc2)C(=O)NN)cc1,.,-10.9
CCN(CC)S(=O)(=O)c1ccc(Cl)c(C(=O)Nc2nncs2)c1,105.8,12.9
CCC(c1nnnn1Cc1ccccc1)N(Cc1ccco1)Cc1cc2cc(OC)ccc2[nH]c1=O (stereo not drawn),.,7.8
Cc1ccc2oc(-c3ccc(NC(=O)c4cccnc4)cc3)nc2c1,90.2,-12.0
CCCCOc1ccc(S(=O)(=O)N=Nc2c(O)[nH]c3ccc([N+](=O)[O-])cc23)cc1,.,1.6
O=C(O)CSc1nnc(Cn2cnc3ccccc32)n1CCc1ccccc1,103.5,8.3
CC(=O)N(C(C)=O)c1ccc(Sc2ccc(Oc3ccc(Sc4ccc(N(C(C)=O)C(C)=O)cc4)cc3)cc2)cc1,.,5.8
O=C(c1ccco1)N1CCN(CC(O)Cn2c3ccccc3c3ccccc32)CC1 (stereo not drawn),95.5,6.2
Cc1ccc([N+](=O)[O-])c(OCC(=O)Oc2ccccc2)c1,.,0.8
CCOC(=O)c1ccc(NCc2ccc3c(c2)OCO3)cc1,94.2,2.4
CC(=O)Nc1cc(-c2nc3cc(Cl)cc(Cl)c3o2)ccc1C,.,0.8
O=C(c1ccco1)N1CCCN(C(=O)c2ccco2)CC1,.,3.3
CN(CC(=O)NCc1ccc(Cl)cc1)S(=O)(=O)c1cccc2nsnc12,101.4,-4.3
COc1ccc(Cl)cc1N(CC(=O)NCC1CCCO1)S(=O)(=O)c1ccc(C)c([N+](=O)[O-])c1 (stereo not drawn),.,6.9
CCCCn1c(=O)n(CC(=O)Nc2c(CC)cccc2CC)c(=O)c2c1nc(CO)n2CCC,.,10.8
O=C(O)c1c(Br)c(Br)c(Br)c(Br)c1C(=O)N1CCCC1,.,-12.6
COc1ccc(C(=O)C(c2ccccc2)N2CCOCC2)cc1 (stereo not drawn),84.5,4.7
CCN(CC)C(=O)Nc1cnc2ccccc2c1,96.1,10.9
CC1=NN(c2ccccc2)C(=O)/C1=C/c1cccc(OC2CSC2)c1,.,-5.0
S=c1[nH]nc(COc2ccccc2)o1,52.5,.
O=C(NCCN1CCOCC1)C1CC2CCC1C2 (stereo not drawn),.,12.2
CCCCOC(=O)C(C#N)c1nc2ccccc2nc1N1CCOCC1 (stereo not drawn),88.3,3.3
CC1CCN(C(=O)CCCN2C(=O)c3cccc4cccc(c34)C2=O)CC1,139.3,.
S=C(Nc1ccc(Cl)cc1Cl)NC1CCCC1,.,2.1
CC(=O)ON1C(C)(C)CC(OC(=O)c2ccccc2)CC1(C)C,82.0,4.9
COC(=O)CSC1=C(C#N)C(c2ccc(F)cc2)CC(=O)N1 (stereo not drawn),96.3,5.6
O=C(N/C(=C/c1ccc2c(c1)OCO2)C(=O)N1CCOCC1)c1ccco1,.,4.0
CCOC(=O)CSc1nc2ccccc2c(=O)n1C1CCCC1,166.3,11.6
COC(=O)[C@H](C)NC(=O)Nc1ccc(OC(F)(F)F)cc1,97.6,3.2

# An excerpt from above in order of the HePTP inhibitor value, largest number first.
SMILES,BAP1 inh,HePTP inhibitor
CCN(CC)C(=O)Nc1cnc2ccccc2c1,96.1,10.9
CCCCn1c(=O)n(CC(=O)Nc2c(CC)cccc2CC)c(=O)c2c1nc(CO)n2CCC,.,10.8
COc1ccc(Cl)cc1N(CC(=O)NCC1CCCO1)S(=O)(=O)c1ccc(C)c([N+](=O)[O-])c1 (stereo not drawn),.,6.9
COC(=O)CSC1=C(C#N)C(c2ccc(F)cc2)CC(=O)N1 (stereo not drawn),96.3,5.6
O=C(N/C(=C/c1ccc2c(c1)OCO2)C(=O)N1CCOCC1)c1ccco1,.,4.0
CC(=O)Nc1cc(-c2nc3cc(Cl)cc(Cl)c3o2)ccc1C,.,0.8

# Entries of single compounds from above:
# Entry for COCCN1C=C(C(=O)OC)C(c2cc(Br)c(OC)c(OC)c2)C(C(=O)OC)=C1 → BAP1 inh = .; HePTP inhibitor = -5.2
# Entry for O=C(O)CSc1nnc(Cn2cnc3ccccc32)n1CCc1ccccc1 → BAP1 inh = 103.5; HePTP inhibitor = 8.3
# Entry for CC(=O)ON1C(C)(C)CC(OC(=O)c2ccccc2)CC1(C)C → BAP1 inh = 82.0; HePTP inhibitor = 4.9

# (next part)
SMILES,BAP1 inh,HePTP inhibitor
CCOc1ccc(S(=O)(=O)N(C)CCO)cc1-c1nc2c(C(C)(C)C)nn(C)c2c(=O)[nH]1,128.2,6.7
CCOC(=O)N1CCC(N(CCCOC)C(=O)Nc2cccc(OC)c2)CC1,101.0,2.3
CCOC(=O)N1CCN(C(=O)C2CCN(Cc3nc(-c4ccccc4C)oc3C)CC2)CC1,94.3,1.9
COc1cc(C2C(C(=O)OCc3ccccc3)=C(C)NC(C)=C2C(=O)OCc2ccccc2)ccc1O,.,-18.3
O=C(CCN1CCCCC1)NCC1OCCc2ccccc21 (stereo not drawn),101.8,2.8
COc1ccc(OC)c(-n2c(SC)nnc2-c2c[nH]c3ccccc23)c1,96.2,4.1
COc1ccc(CCn2nnnc2C(C(C)C)N2CCN(c3ncccn3)CC2)cc1OC (stereo not drawn),115.2,2.9
Cc1ccc(N(CC(=O)Nc2ccc(F)c(Cl)c2)S(=O)(=O)c2c(C)noc2C)cc1,62.1,7.8
O=P(O)(CN1CCCCC1)CN1CCCCC1,99.7,2.7
CCOC(=O)c1cn(CC)c2ccc(S(=O)(=O)N3CC(C)CC(C)C3)cc2c1=O (stereo not drawn),93.8,10.9
COC(=O)c1c(O)ccc(-c2ccc(OC)cc2)c1C(=O)OC,.,9.1
COc1ccc(C(NC(=O)CC(C)C)NC(=O)CC(C)C)cc1OC,.,4.4
COCCNc1cccc2c1C(=O)c1ccccc1C2=O,74.5,.
C/C(=N\NS(=O)(=O)c1ccc(Cl)cc1)C1CC2CCC1C2 (stereo not drawn),.,-11.2
COC(=O)c1cc(-c2cccc(OC)c2OC)no1,52.0,.
CCOC(=O)/C(=C/C=C/N(C1CCCCC1)C1CCCCC1)C(C)=O,.,-2.4
CCN(C(=O)c1c(OC)cccc1OC)c1nnc(-c2cccnc2)s1,106.6,12.2
O=C1C(=O)N(CCCn2ccnc2)C(c2ccccc2[N+](=O)[O-])/C1=C(\O)c1ccc(Cl)cc1 (stereo not drawn),.,-6.0
O=C1C(SCCO)=C(SCCO)C(=O)c2ccccc21,60.4,.
CCCCn1c(=N)n(CC(O)COc2ccccc2)c2ccccc21 (stereo not drawn),103.5,7.3
CC(C)(CO)NC(=O)NC12CC3CC(CC(C3)C1)C2,.,-6.9
COc1cccc(-c2nnc3n2N=C(C(C)(C)C)CS3)c1,.,7.0
CCCOC(=O)c1cccc(NC(=O)c2cccc(Cl)c2)c1,.,4.7
O=C(Nn1cnnc1)C1Cc2ccccc2CN1S(=O)(=O)c1ccc(F)cc1 (stereo not drawn),95.5,0.2
Clc1ccc(NCn2cncn2)nc1,103.8,6.4
Cc1cccc(OCC(=O)Nc2ccc(Cl)cc2)c1C,.,-17.8
C#CCOc1cc(Br)c(/C=C2\C(=O)NC(=O)N(c3ccc(Cl)cc3)C2=O)cc1OC,.,6.6
CCc1ccccc1Nc1nc(N)nc(COC(=O)c2cccn2C)n1,117.2,7.0
O=C(Nc1ccccc1O)c1ccc(Oc2ccc([N+](=O)[O-])cc2)cc1,52.8,.
COc1ccc(C2SCC(=O)N2c2c(C)n(C)n(-c3ccccc3)c2=O)cc1 (stereo not drawn),113.0,3.5&-5.9
CCCCC1(C)NC(=O)N(CC(=O)Nc2ccc(S(=O)(=O)N3CCOCC3)cc2)C1=O (stereo not drawn),101.0,1.0
COc1ccc(/C=C2/C(=O)ON=C2c2ccccc2)cc1,.,-1.3
COC(=O)CCn1nnc(-c2cccs2)n1,104.9,-10.5
O=C(CCCN1CCN2CCCC2C1)c1ccc(F)cc1 (stereo not drawn),.,-24.7
COc1cc(NC(=O)c2ccccc2C)c(OC)cc1Cl,302.5,.
Cc1ccc(N(CC(=O)NCc2cccnc2)S(C)(=O)=O)cc1C,91.3,6.0
CCOC(=O)c1cnn(-c2nc(C)cc(C)n2)c1N,90.8,5.2
COC(=O)c1ccc(NC(=S)Nc2ccccc2)cc1,.,4.0
COc1ccc(S(=O)(=O)N(CCc2ccccc2)CC(=O)NCc2ccc(Cl)cc2)cc1,.,4.6
Cc1cc(-c2ccc(C)o2)c(C#N)c(=S)[nH]1,.,-3.6
COc1ccccc1C(O)c1cnc(C(C)C)n1C (stereo not drawn),84.8,3.3
CCC(OC(=O)C(NC(=O)c1ccccc1)c1ccccc1)C(=O)Nc1cc(C)on1 (stereo not drawn),77.8,6.0
COc1ccc(NS(=O)(=O)c2ccc(N)cc2)nn1,76.1,6.1
ON1C(c2ccccc2C(F)(F)F)N(O)[C@H]2CCCC[C@H]21 (stereo partly drawn),105.0,-7.2
CC(C)=CCC(C)(C)CN(C=O)CC(C)(C)CC=C(C)C,.,-3.5
CCOc1cc(C(=O)Nc2ccon2)cc(OCC)c1OCC,126.9,0.2
Cc1cc(C(=O)CSc2nnnn2-c2ccccc2)c(C)n1CC1CCCO1 (stereo not drawn),94.1,-0.9
Cn1c(=O)cc2c3c(c(Nc4cccc(Cl)c4)ccc31)C(=O)c1ccccc1-2,.,-4.1
COc1ccc(-c2cc(C(=O)Nc3sc4c(c3C(N)=O)CCCC4)c3ccccc3n2)cc1OC,.,7.1
COc1ccc(-n2nc3cc(C)c(NC(=O)c4ccco4)cc3n2)cc1,.,5.7
Cn1c(=N)n(CC(=O)C(C)(C)C)c2ccccc21,102.1,6.6
Cc1ccc(OCC(=O)Nc2ccc([N+](=O)[O-])cc2)c(C)c1,.,-5.5
CN(C)c1ccc(/C=N/S(=O)(=O)c2cccs2)cc1,.,3.0
Cc1ccc(S(=O)(=O)NCCC(=O)NCc2ccc3c(c2)OCO3)cc1C,90.5,2.9
O=C(Nc1ccc(O)c(-c2nc3ccccc3s2)c1)c1ccc(S(=O)(=O)N2CCCCC2)cc1,78.8,.
CC(=O)c1cccc(NC(=O)c2cccc(S(=O)(=O)N3CCOCC3)c2)c1,.,5.1
CC(=O)NC(C)C12CC3CC(CC(CC(=O)O)(C3)C1)C2 (stereo not drawn),115.7,11.8
CC(C)=CC(=O)NCCc1ccccc1,137.0,3.5
Cc1ccc(OCC(=O)NNC(=O)c2cc(Cl)ccc2O)c(C)c1,.,2.4
O=C(CCN1C(=O)C2C3C=CC(C3)C2C1=O)Nc1ccc(F)cc1 (stereo not drawn),102.5,4.5

# Next compounds follow.
SMILES,BAP1 inh,HePTP inhibitor
Cc1ccc(NCC(=O)N/N=C\c2cccc(OC(=O)c3ccccc3)c2)cc1,.,-0.9
COCc1cc(C)nc(SCC(=O)Nc2cccc(C)c2)c1C#N,78.5,-3.6
CCOC(=O)c1csc(NC(=O)CSc2nnnn2-c2ccc(OCC)cc2)n1,84.1,-9.3
Cc1ccc2nc(-c3sc(=S)n(-c4ccccc4)c3N)[nH]c2c1,.,7.3
CC1CCN(c2cc(N3CCN(C(=O)c4cccc(F)c4F)CC3)c([N+](=O)[O-])cc2F)CC1,.,5.8
Cc1ccc(C)c(NCC(=O)Nc2c(C)cccc2C)c1,.,10.2
CCCCCN(C(=O)NC(=O)Nc1ccccc1C)S(C)(=O)=O,114.3,6.7
O=C(COC(=O)c1ccc[nH]c1=O)NCC1CCCO1 (stereo not drawn),101.0,13.3
NC(=O)C1(N2CCCCC2)CCN(C(=O)c2cccn3c(=O)c4cc(Cl)ccc4nc23)CC1,70.1,0.1
CCn1c(=O)cc(SCC(=O)NCc2ccco2)c2ccccc21,.,-5.2
COc1ccc(-c2cc(C(F)(F)F)nc(SCC(=O)N3CCOCC3)n2)cc1OC,90.6,7.4
COc1ccccc1C(=O)Nc1nc2ccccc2n1CCOc1ccccc1,.,-5.3
Cc1ccc(O)c(NC(=O)c2ccc(Cl)cc2)c1,.,7.7
COC(=O)CN(c1ccccc1Cl)S(C)(=O)=O,.,5.1
CCOc1ccc(-n2nnc3c(=O)n(CC(=O)N4CCCc5ccccc54)cnc32)cc1,82.3,2.3
COc1ccc(S(=O)(=O)Cc2ccc(C(=O)N3CCCC3)o2)cc1,94.8,5.7
CCC1=NN2C(=N)/C(=C/c3ccc(OCc4ccccc4)cc3)C(=O)N=C2S1,.,10.3
COc1cc(NS(=O)(=O)c2ccc(Br)cc2)c(OC)cc1NC(=O)c1ccco1,.,11.5
O=C(CSc1nc2sc3c(c2c(=O)[nH]1)CCCC3)NCc1ccco1,.,-17.4
CCOC(=O)C1=C(C)NC(SCC(N)=O)=C(C#N)C1c1cccc([N+](=O)[O-])c1 (stereo not drawn),.,-6.0
COc1ccccc1/C=C1/SC(=S)N(CCC(=O)Nc2nnc(C)s2)C1=O,.,9.6
